Screening data from PubChem.
Tb PGK inh: blocks T. brucei phosphoglycerate kinase; P07378; PGK/GAPDH coupled, Kinase-Glo luminescence, 60 min; Potency, µM (top dose mostly 57.5 µM), for inactives: at the highest dose activity change, negative = inhibition, most hits filed as inhibitors; 380,000 tested, 0.043% active; AID 602233; also: potency is read from the fitted curve at half-maximal effect; % is scaled to controls: 0 for no effect and ±100 for the full control effect; nearly all actives have a fitted effect of over 60% in size
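Recombinant glycosomal PGK reaction used 1,3-bisphosphoglycerate generated in-well by GAPDH (100nM final) in 100mM TEA pH 7.6, 5mM MgCl2, 0.01% Tween-20. After 60 minutes at room temperature, ATP was read by Kinase-Glo Plus luminescence end-point.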
PI4K2A block: blocks human PI4K2A kinase activity | Q9BTU6 | purified PI4K2A, ADP-Glo luminescence, 1 h; active compounds read low | activity change, negative = inhibition, % at 76.9 µM | 420,000 tested, 0.13% active; in the data active = activity change below about -50%; inconclusive = mostly about -30% to -49%;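 also: -100% = wells without enzyme as full effect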
Target sequence (Q9BTU6 whole entry, looked up): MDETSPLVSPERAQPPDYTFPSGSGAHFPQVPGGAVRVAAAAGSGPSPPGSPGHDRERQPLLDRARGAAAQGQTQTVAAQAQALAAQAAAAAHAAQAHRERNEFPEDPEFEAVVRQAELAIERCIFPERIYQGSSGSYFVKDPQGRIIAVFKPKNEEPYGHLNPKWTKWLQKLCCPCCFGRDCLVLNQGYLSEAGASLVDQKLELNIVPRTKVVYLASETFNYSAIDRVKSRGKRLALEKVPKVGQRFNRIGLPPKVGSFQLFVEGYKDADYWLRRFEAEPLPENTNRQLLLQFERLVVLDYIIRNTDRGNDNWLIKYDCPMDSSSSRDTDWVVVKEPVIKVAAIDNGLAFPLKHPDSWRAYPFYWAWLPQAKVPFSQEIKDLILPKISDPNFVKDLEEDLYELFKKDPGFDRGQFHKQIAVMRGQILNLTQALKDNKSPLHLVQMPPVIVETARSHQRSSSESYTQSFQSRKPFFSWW
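ADP-Glo luminescence measured ADP generated by PI4K2A enzyme (4 ug/mL before mixing) with 1.2 mM PI substrate (pre-mix) and 300 microM ATP (pre-mix). Tris pH7.5 buffer with MgCl2, Triton X-100; 1 h reaction at ambient temperature.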
POLH inh: DNA polymerase eta (human) inhibition; recombinant Pol eta, fluorescent DNA replication assay; Potency, µM (titrated, usually from 114 µM), for inactives: at the top dose activity change, negative = inhibition, hits mostly inhibitors; 390,000 tested, 1.2% active; also: potency is read from the fitted curve at half-maximal effect; % is scaled to controls: 0 for no effect and ±100 for the full control effect
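Fluorescent replication assay: 50 nM final substrate added after a 15 min room-temperature compound preincubation with 10 nM enzyme. Signal taken at 0 min and again at 10 min.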
BAZ2B block: inhibitors of human BAZ2B bromodomain; Q9UIF8; AlphaScreen BAZ2B-H3K14Ac peptide displacement; Potency, µM (top dose mostly 114 µM), without a hit: at the top dose activity change, negative = inhibition, usual class: inhibitors; 360,000 tested, 4.4% active; AID 504333; also: potency is read from the fitted curve at half-maximal effect; % is scaled to controls: 0 for no effect and ±100 for the full control effect; nearly all actives have a fitted effect of over 60% in size
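BAZ2B 50 nM plus b-H3(5-23)K14Ac 50 nM, PBS pH 7.4/0.01% Tween-20, 30 min RT; compound added (max 110 uM), 30 min RT; streptavidin donor/Ni-chelate acceptor beads 10 ug/mL final, 20 min dark; AlphaScreen read.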
Pin1 inhibitor: human Pin1 inhibition. Q13526. Pin1 FP peptide displacement, HiFluor488, 10 min. Potency, µM (top dose mostly 115 µM), for the others: at the top dose activity, negative = inhibition, usual class: inhibitors. 390,000 tested, 0.009% active; active = well fitted inhibition curve with a large enough effect in the polarisation, with a control signal flat, not every such curve was filed as active; inconclusive = small, poorly fitted or top-dose-only effect, or effect the other way, or a change in a side signal; inactive = no such curve, though single readings can be large or run the other way; the % refers to the polarisation; also: potency is read from the fitted curve at half-maximal effect; % is scaled to controls: 0 for no effect and ±100 for the full control effect
HP1b binding inh: blocks HP1-beta chromodomain binding to methylated histone tails. P83916. AlphaScreen HP1-beta / biotin-H3K9me3 peptide binding. Potency, µM (highest dose often 114 µM), for the others: at the highest dose activity change, negative = inhibition, most hits filed as inhibitors. 390,000 tested, 0.56% active; also: potency is read from the fitted curve at half-maximal effect; nearly all actives have a fitted effect of over 70% in size; inactives centre near 23
Target sequence (P83916 whole entry, looked up): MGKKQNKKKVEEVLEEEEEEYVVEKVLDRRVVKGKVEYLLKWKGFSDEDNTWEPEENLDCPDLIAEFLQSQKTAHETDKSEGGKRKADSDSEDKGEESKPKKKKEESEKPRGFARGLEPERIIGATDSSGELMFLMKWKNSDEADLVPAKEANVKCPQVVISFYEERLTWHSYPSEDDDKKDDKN
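HP1-beta protein (50 nM final) preincubated 30 min at room temperature with biotinylated H3(1-18)K9me3 peptide (50 nM) in PBS pH 7.4, 0.01% Tween-20, then compound added for 30 min. AlphaScreen streptavidin donor/nickel chelate acceptor beads (10 ug/mL final), 30 min dark, luminescence read.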
G9a block: G9a (human) methyltransferase inhibition; Q96KQ7; G9a H3K9 monomethylation, AlphaScreen, 2 h; Potency, µM (series often up to 102 µM), without a hit: top-dose activity, negative = inhibition, usual class: inhibitors; 350,000 tested, 8.8% active; also: potency is read from the fitted curve at half-maximal effect; % is scaled to controls: 0 for no effect and ±100 for the full control effect; nearly all actives have a fitted effect of over 75% in size
Target sequence (Q96KQ7 913-1193 limits assumed): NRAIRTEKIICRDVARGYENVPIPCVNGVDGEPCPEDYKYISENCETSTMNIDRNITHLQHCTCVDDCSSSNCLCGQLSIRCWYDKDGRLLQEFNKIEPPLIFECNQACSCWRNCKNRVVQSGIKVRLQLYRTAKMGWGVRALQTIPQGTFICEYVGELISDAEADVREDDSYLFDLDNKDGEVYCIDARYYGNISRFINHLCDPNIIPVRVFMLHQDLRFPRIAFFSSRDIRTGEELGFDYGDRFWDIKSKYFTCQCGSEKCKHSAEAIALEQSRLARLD
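Quantitative HTS format: methyltransferase activity on a biotin-tagged H3K9 peptide is measured by AlphaScreen, using a rabbit anti-monomethyl-H3K9 antibody with streptavidin donor and anti-IgG acceptor beads. Final levels are 20 nM enzyme, 500 nM peptide, 20 uM SAM; 2 h RT.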
JMJD2A Tudor inh: inhibitors of human JMJD2A Tudor domain. AlphaScreen JMJD2A-Tudor / H3K4me3 peptide binding. 390,000 tested, 4.4% active. AID 504339. Potency, µM (top dose mostly 114 µM), inactives show at the highest dose activity change, negative = inhibition, usual class: inhibitors; also: potency is read from the fitted curve at half-maximal effect; % is scaled to controls: 0 for no effect and ±100 for the full control effect; nearly all actives have a fitted effect of over 50% in size
GLS inhibitor: inhibitors of human glutaminase (GLS); GLS enzymatic activity, qHTS titration; Potency, µM (highest dose often 45.5 µM), inactives show at the highest dose activity change, negative = inhibition, most hits filed as inhibitors; O94925; 410,000 tested, 0.21% active; AID 624170; also: potency is read from the fitted curve at half-maximal effect; % is scaled to controls: 0 for no effect and ±100 for the full control effect
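Two-point fluorescence kinetic (t0, 30 min RT) for hKGA; glutamate detected via glutamate oxidase–HRP–Amplex Red. Substrate: 1 mM L-glutamine solution; buffer 45 mM KH2PO4, pH 8.2.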
Active calls of the source: *; i = inactive; ? = inconclusive; . = no result given; & = joins results of further samples; ! = not confirmed by another sample; [ ] = another dose, or the depositor's remark. Unless noted, calls follow the shape of the dose curve; as a rule, active = well fitted curve in the direction sought with a large enough effect; inconclusive = small, poorly fitted or top-dose-only effect, or another doubt; inactive = no such curve, though single readings can be large; an effect the other way counts as inactive or inconclusive. These rows are one share of the data, so the mix of outcomes need not match the whole.

structure	JMJD2A Tudor inh	G9a block	Pin1 inhibitor	POLH inh	PI4K2A block	Tb PGK inh	BAZ2B block	HP1b binding inh	GLS inhibitor
O=C(C1CCN(CC2CCCCC2)CC1)N1CCCC1	50µM*	8.9µM*	1%	8%	-3	4%	71µM*	-33%	3%
O=c1[nH]c(=O)n(-c2cccc3ccccc23)c(O)c1/C=N/N1CCCCCC1	-15%	-29%	6%	-12%	-2	-6%	-13%	2%	?
C#C[C@@]1(O)CCC2C3CCC4=C/C(=N/OCC(=O)NC(C(=O)O)C(C)O)CC[C@]4(C)C3CC[C@@]21C (stereo partly drawn)	-13%	6%[2.33 µM]	-2%	-1%	-6	-4%	-1%	-28%	4%
COC(=O)C1=C(C)NC(=S)NC1c1ccc(N(CCCl)CCCl)cc1Cl (stereo not drawn)	-30%	.	40%[activator]	-5%	-2	2%	.	-9%	1%
Cc1cc([N+](=O)[O-])c(Cl)cc1NC(=O)C(C)C	1%	23%[59 µM]	0%	-14%	0	i	7%	30%	-8%
O=P(C(c1ccc2c(c1)OCO2)N1CCOCC1)(N1CCOCC1)N1CCOCC1 (stereo not drawn)	-16%	.	1%	-11%	-11	i	-6%	26%	-3%
Cc1ccc(CNC(=O)CCCn2c(=O)c3sccc3n(CC(=O)Nc3c(C)cccc3C)c2=O)cc1	-1%	-6%[59 µM]	11%	-21%	-26	-7%	-24%	37%	0%
COC(=O)C1=C(c2cccc(OC)c2OC)C[C@@H]2CC[C@H]1N2C(=O)N1CCCCC1	-8%	.	-7%	-23%	-4	-10%	.	50%[activator]	-4%
NC(=O)C1(N2CCCCC2)CCN(Cc2ccccc2)CC1	-11%	-7%[59 µM]	3%	0%	-1	6%	1%	28%	-3%
CCOC(=O)C1CCN(C(C)C(=O)c2c[nH]c3ccccc23)CC1 (stereo not drawn)	-8%	-7%	-5%	-8%	0	6%	5%	21%	7%
O=S1(=O)CCN(CCc2c[nH]c3ccccc23)CC1	-13%	0%	2%	-7%	-1	-1%	-8%	37%	7%
Cc1nnc(NC(=O)c2cccn(Cc3ccccc3F)c2=O)s1	-8%	?	-2%	-9%	-3	-8%	0%	25%[57 µM]	2%
COC(=O)c1cn(Cc2ccc(F)cc2)c2ccccc12	.	.	.	-12%	8	-4%	.	.	-11%
Nc1c(C(=O)NCc2ccco2)c2nc3ccccc3nc2n1Cc1ccc(F)cc1	3%[11.4 µM]	6%[12.7 µM]	24%	-21%	?	0%	2%	6%	-2%
C=CCC1(CC)C(=O)NC(=S)NC1=O	-12%	.	1%	-10%	8	1%	.	10%	-1%
CC(=O)C1CCC2(O)C3CCC4=CC(=O)CCC4(C)C3CCC12C (stereo not drawn)	3%	.	-14%	-12%	2	-9%	.	41%[activator]	-4%
COC(=O)C1=C(c2ccc(OC(F)(F)F)cc2)C[C@@H]2CC[C@H]1N2C(=O)N1CCC(O)CC1	-17%	-12%[2.33 µM]	-5%	-12%	0	-2%	-3%	19%	-1%
O=C(O)Cn1cc(/C=C2\C(=O)NC(=O)N(c3ccc(Br)cc3)C2=O)c2ccccc21	-9%	56µM*	.	?	-13	-10%	-4%	9%[57 µM]	-6%
COc1ccc(C(=O)N2C[C@H]3C[C@@H](C2)c2cccc(=O)n2C3)cc1OC	-13%	-3%[12.7 µM]	3%	-14%	0	10%	5%	29%	4%
Cc1cccc(N2C(=O)NC(=O)C3(Cc4cc(C)ccc4N(C)C3)C2=O)c1 (stereo not drawn)	-4%[11.4 µM]	10µM*	-12%	-10%	2	5%	-21%	63%[activator]	0%
O=c1c2ccccc2nc(/C=C/c2ccccc2)n1-c1ccccc1F	-7%	-5%[59 µM]	-2%	-13%	0	-5%	0%	22%	1%
CCCn1c(C(=O)c2ccc(OC)cc2)nc2ccccc21	51%[activator]	132%[activator]	-14%	-26%	1	0%	57%[activator]	102%[activator]	0%
O=C(c1ccc2c(c1)N(Cc1ccc(F)cc1)CCS2)N1CCC2(CC1)OCCO2	-35%	-17%	4%	-7%	-1	1%	?	3%	13%
CC(C)C(=O)NC(Oc1ccccc1Cl)C(Cl)(Cl)Cl (stereo not drawn)	13%	7%	1%	-10%	-2	12%	0%	78%[activator]	13%
CC12CCC(=O)C=C1CCC1C2CCC2(C)C(O)CCC12 (stereo not drawn)	-19%	7%	-9%	8%	-2	0%	17%	39%[activator]	8%
CC(C)(C)c1ccc(C(=O)Nc2ccc(Cl)cc2C(=O)c2ccccc2)cc1	-29%	2%[59 µM]	3%	-8%	-7	-10%	-10%	21%	5%
C=CCn1c(O)c(C(C)=NCCCN2CCOCC2)c(=O)[nH]c1=O	-1%	.	-1%	-12%	-8	5%	-4%	29%	-2%
CCOP(=O)(OCC)C(NC(=O)CC(C)C)C(Cl)(Cl)Cl (stereo not drawn)	-18%	.	-8%	-17%	8	-1%	-9%	14%	3%
CCN(C=C1CC2C3CC=C4CC(O)CCC4(C)C3CCC2(C)C1=O)CC (stereo not drawn)	-28%	.	0%	-5%	-5	7%	.	-5%	17%
Cc1cc(C(=O)OC(C)C(=O)Nc2ccccc2)c(C)n1C1CC1 (stereo not drawn)	.	.	.	-8%	3	i	.	.	-8%
Cc1ccc2c(c1)CC1(CN2C)C(=O)NC(=O)N(c2ccc(C)c(C)c2)C1=O (stereo not drawn)	-16%	8.9µM*	6%	-15%	12	4%	-23%	34%	-4%
COC(=O)C1=C(c2ccc(OCc3ccccc3)cc2)C[C@@H]2CC[C@H]1N2C(=O)NCc1ccc(OC)cc1	.	.	.	-16%	-1	-10%	.	.	1%
CCOC(=O)Cc1[nH]nc2c1C(c1ccoc1)C(C#N)=C(N)O2 (stereo not drawn)	-18%	16%[59 µM]	-13%	-2%	0	5%	-31%	38%	54%[activator]
Cn1c(CN2CCN(C(=O)COc3ccccc3)CC2)nc2cc([N+](=O)[O-])ccc21	0%	12%[59 µM]	4%	-13%	0	10%	-9%	57%[activator]	-2%
CCOc1cc2c(cc1OCC)-n1cccc1C(c1ccccc1O)NC2 (stereo not drawn)	50µM*	50µM*	-4%	-8%	2	-7%	50µM*	?	12%
COc1ccc(-c2nn(Cc3ccccc3)cc2C(=O)NC2CC2)cc1OC	-22%	-41%[2.33 µM]	2%	-17%	-3	-7%	-6%	21%	1%
O=C(CN1C(=O)CN=C(c2ccccc2)c2ccccc21)NCc1ccco1	-27%	?	?	?	7	-8%	?	9%	2%
Cc1cc(/C=C2\C(=O)NC(=O)N(Cc3ccccc3)C2=O)c(C)n1-c1ccc(Cl)c(C(=O)O)c1	45µM*	13µM*	40%[activator]	1.8µM*	-24	13µM*	32µM*	-87%	10µM*
CCOC(=O)c1cccc(NS(=O)(=O)c2ccc(NC(C)=O)cc2)c1	-23%	24%[59 µM]	-10%	-9%	7	i	-5%	53%[activator]	.
CCc1sc(C(=O)N2CCC3(CC2)OCCO3)cc1Br	-5%	14%[12.7 µM]	-7%	-7%	2	i	-5%	18%	-3%
CC(/C=C(\C)Nc1ccccc1)=Nc1ccccc1	-26%	?	1%	4%	-15	5%	-17%	29%	0%
CN1C(=O)N(C)C(=O)C2(Cc3c(ccc4ccccc34)N(C)C2)C1=O	-18%	?	-10%	3%	-3	7%	-2%	?	6%
CC(C)(O)/C=C/C(=O)[C@](C)(O)C1[C@H](O)C[C@@]2(C)C3CC=C4C(C[C@H](O)[C@@H](O)C4(C)C)[C@]3(C)C(=O)C[C@]12C (stereo partly drawn)	-10%	.	0%	-12%	-4	-5%	.	43%[activator]	-7%
O=C1CC(N2CCC(n3c(=O)[nH]c4ccccc43)CC2)C(=O)N1c1ccc(F)cc1 (stereo not drawn)	-10%[11.4 µM]	?	-6%	-15%	-1	-25%	3%	28%	-18%
C[N+]1(C)[C@@H]2CC[C@H]1CC(OC(=O)[C@@H](CO)c1ccccc1)C2 (stereo partly drawn)	?	7.9µM*!	1%	5%	2	?	-16%	-9%	-27%
CSc1ccc(CNC(C)C(O)c2ccccc2)cc1 (stereo not drawn)	-14%	7%[59 µM]	-5%	-17%	-4	-1%	?	42%[activator]	-2%
O=C1CCC(c2ccccc2)(C2CCN(Cc3ccccc3)CC2)C(=O)N1 (stereo not drawn)	-9%	12%&30%[59 µM]	4%	-10%	3	4%	10%	34%[activator]	0%&-8%
NC1CC2CCCCC2CC1(O)c1ccccc1 (stereo not drawn)	.	.	.	-5%	3	6%	.	.	-7%
